# bIAP act: intestinal alkaline phosphatase (bovine) activation. purified bovine IAP, CDP-star luminescence, 30 min; stronger effect = higher value; fold of DMSO-control signal, blank-subtracted. activation factor at 20 µM. 200,000 tested, 0.17% active. AID 1016;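 active = activation factor of 2 or more at 20 µM, a signal rise over negative controls twice the positive control's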
# PPARg SRC-2 ag: promotes SRC-2 coactivator recruitment by human PPARgamma; PPARgamma LBD-SRC-2 recruitment, biochemical; activation, % at 8 µM; 200,000 tested, 0.34% active; AID 1032; in the data active = activation above about 22%;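 note: 0% = vehicle and 100% = reference agonist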
# Target sequence (P37231 whole entry, looked up, the tested form may be a part): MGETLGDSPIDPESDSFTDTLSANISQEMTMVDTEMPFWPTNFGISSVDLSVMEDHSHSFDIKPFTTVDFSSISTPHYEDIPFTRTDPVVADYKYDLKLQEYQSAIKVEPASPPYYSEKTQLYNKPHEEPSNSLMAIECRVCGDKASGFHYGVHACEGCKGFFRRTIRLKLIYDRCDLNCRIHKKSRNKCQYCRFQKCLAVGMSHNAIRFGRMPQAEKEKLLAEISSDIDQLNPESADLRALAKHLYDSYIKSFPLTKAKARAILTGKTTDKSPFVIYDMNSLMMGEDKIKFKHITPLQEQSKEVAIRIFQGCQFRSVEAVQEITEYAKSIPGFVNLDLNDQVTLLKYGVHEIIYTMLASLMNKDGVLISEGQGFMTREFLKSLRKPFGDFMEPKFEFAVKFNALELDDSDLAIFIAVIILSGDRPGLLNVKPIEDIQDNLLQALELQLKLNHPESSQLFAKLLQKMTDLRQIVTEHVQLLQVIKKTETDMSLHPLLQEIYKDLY
# SRC2 TRFRET art: counter-screen for PPARgamma SRC-2 recruitment agonists: TR-FRET artefact; TR-FRET ratio at 8 µM; stronger effect = higher value; 200,000 tested, 0.4% active; in the data active = TR-FRET ratio above about 2000; note: inactives centre near 1500; reference of the scale not given here
# DTT redox prof: compounds producing H2O2 with reducing agent – biochemical, NIH compound library profiling, artefact control for MLSCN library redox annotation, primary screen; DTT-dependent redox cycling H2O2, phenol red/HRP absorbance; 100% = 100 µM peroxide control, 0% = buffer; 200,000 tested, 0.03% active; activation, % at 10 µM;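 active = activation of at least 50% relative to the plate's high and low controls in the primary single-dose screen; inactive = activation below 50%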;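 note: compound incubated with DTT at 0.8 mM final as the reducing agent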
# Lmaj promast: inhibitors of Leishmania major promastigote growth | 200,000 tested, 9% active | inhibition, % at 10 µM | Leishmania major promastigotes, resazurin fluorescence viability | AID 1063; in the data active = inhibition above about 50%;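 note: promastigotes grown with compound for 44 hours at 28 °C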
# S1P3 antag: blocks the human S1P3 receptor; Q99500; CHO S1P3 NFAT-BLA reporter, FRET fluorescence, antagonist mode; inhibition, % at 4.98 µM; 170,000 tested, 0.27% active; AID 485;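 active = inhibition above the plate cutoff, the mean inhibition of test wells on that plate plus 3 SD, cut at about 28% in these data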;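 note: cells challenged with S1P at its EC80 of 0.8 µM; blue over green emission ratio from cleaved BLA substrate after 4 h stimulation; 0% = S1P-stimulated wells and 100% = unstimulated DMSO-only wells; some compounds past the cut are filed as inactive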
# Target sequence (Q99500 whole entry, looked up): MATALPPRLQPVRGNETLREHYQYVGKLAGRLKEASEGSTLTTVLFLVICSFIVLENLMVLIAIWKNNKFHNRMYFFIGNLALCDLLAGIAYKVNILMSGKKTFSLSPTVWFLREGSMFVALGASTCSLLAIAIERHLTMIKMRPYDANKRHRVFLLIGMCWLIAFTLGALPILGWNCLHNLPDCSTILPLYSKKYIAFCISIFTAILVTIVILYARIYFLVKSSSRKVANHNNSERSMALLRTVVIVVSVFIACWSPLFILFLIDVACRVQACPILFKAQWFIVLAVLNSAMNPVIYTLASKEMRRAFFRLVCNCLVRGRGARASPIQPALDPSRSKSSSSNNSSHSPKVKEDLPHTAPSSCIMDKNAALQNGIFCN
# bIAP inh: intestinal alkaline phosphatase (bovine) inhibition; purified bovine IAP, CDP-star luminescence, 30 min; inhibition, % at 20 µM; 190,000 tested, under 10 active; AID 1019;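 active = over 50% inhibition of intestinal alkaline phosphatase at 20 µM in the single-dose screen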
#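 Assay system: bovine IAP enzyme; medium: DEA buffer 100 mM, pH 9.8, with MgCl2 1.0 mM, ZnCl2 0.02 mM; doses: 20 µM single dose; incubation: enzyme reaction for 30 min at room temperature; detection: CDP-star luminescence signal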
# PPARg SRC3 recr: PPARgamma-driven SRC-3 recruitment agonism | P37231 | biochemical PPARgamma/SRC-3 coactivator recruitment assay | activation, % at 8 µM | 200,000 tested, 0.26% active | AID 731; in the data active = activation above about 23%;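 note: 0% = DMSO and 100% = reference agonist; some compounds past the cut are filed as inactive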
# ROMK mod: human ROMK K+ channel modulation, primary screen; Tet-inducible ROMK, thallium flux fluorescence; actives lie on both sides; B-score at 10 µM; 130,000 tested, 2% active; AID 1918;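 active = signal ratio slope over the read window, or its plate-corrected B-score, at least 3 SD from the plate mean, either direction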;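 note: B-score of the F/F0 ratio slope over 7 to 12 s after thallium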
# PPARg SRC1 recr: agonists of human PPARgamma SRC-1 coactivator recruitment; AID 631; 200,000 tested, 0.41% active; PPARgamma-SRC-1 coactivator recruitment biochemical assay; activation, % at 8 µM; P37231; in the data active = activation above about 19%;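 note: 0% = DMSO and 100% = reference agonist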
# TLR4 MyD88 comp: TLR4-MyD88 interaction inhibition in cells; AID 861; HeLa CL3-4 TLR4/MyD88 BLA complementation, FRET ratio; inhibition, % at 8.4 µM; O00206+Q99836; 200,000 tested, 0.18% active; in the data active = inhibition above about 25%;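 note: 0% = vehicle and 100% = reference inhibitor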
# * marks the source's active call; other numbers are inactive results; · = no result given. Hits appear at their usual frequency (roughly 11% active in at least one column).
SMILES,bIAP act,PPARg SRC-2 ag,SRC2 TRFRET art,DTT redox prof,Lmaj promast,S1P3 antag,bIAP inh,PPARg SRC3 recr,ROMK mod,PPARg SRC1 recr,TLR4 MyD88 comp
Cn1c(NC(=O)c2cc(Br)ccc2Cl)cc(=O)n(C)c1=O,1,-11,1367,-0.9,6,17,-5,-3,·,-2,16
Cc1cc(C)n2nc(C(=O)Nc3nnc(C4CC4)s3)nc2n1,0.9,-5,1445,1.6,0,·,8,12,·,-1,-5
COc1ccc(Br)cc1CNc1ccc(O)cc1,0.8,23*,1752,0.0,26,19,15,18,·,10,10
O=C(NC1CCCC1)c1cc(Cl)ccc1[N+](=O)[O-],1,-2,1683,-0.9,17,-7,5,3,-0.34,1,6
CCCCNC(=O)C1CCN(S(=O)(=O)c2c(C)noc2/C=C\c2ccc(OC)cc2)CC1,0.9,2,1734,-0.3,0,·,13,15,·,3,-3
O=C(O)c1nc(N2CCCC2)ncc1Cl,0.9,-7,1500,0.2,-2,·,8,-8,0.81,-4,-6
CSc1cccc(NC(=O)C2CCN(S(=O)(=O)c3ccc(F)cc3)CC2)c1,1.2,4,1534,-0.1,16,47,-17,2,·,-1,1
CCOC(=O)N1CCN(C(=O)Cn2ccc3ccccc3c2=O)CC1,0.9,0,1420,-0.8,-3,-12,13,6,·,-2,-2
Cc1nc(N2CCC(C(N)=O)CC2)c2c(-c3cccs3)csc2n1,0.9,4,1699,0.2,11,-2,10,5,-0.075,17,-14
COc1ccc(NC(=O)c2ccc(-n3c(C)ccc3C)cc2)c(OC)c1,1,-1,1518,-2.0,22,-7,0,-5,-0.32,2,9
Cc1cc(C)nc(SCC(=O)NN)n1,1,3,1571,-0.2,4,-3,1,3,0.33,6,-7
O=C(O)CCc1nn2c3ccccc3nc2n(CCN2CCCCC2)c1=O,1,3,1491,1.5,3,-22,1,1,·,2,3
COc1ccc(CN2CCC(=O)NC2=O)cc1,1,2,1549,-0.3,3,·,0,-1,-0.31,0,-10
O=C1N/C(=N/O)S/C1=C\c1ccccc1-n1cccn1,1,-1,1555,-1.3,11,-5,1,-1,0.57,0,-3
NC(=O)C1CCN(Cc2nc(-c3ccccc3)no2)CC1,0.9,6,1598,1.4,-3,-19,12,0,·,11,10
O=C(Nc1nnc(SCc2c(Cl)cccc2Cl)s1)C1CC(=O)N(c2ccc3c(c2)OCCO3)C1 (stereo not given),1,2,1496,0.0,1,7,-3,-2,-0.0026,-12,-18
S=c1nn[nH]n1C12CC3CC(CC(C3)C1)C2,1,9,1559,-0.2,-7,·,0,8,·,4,-12
N#Cc1nc(-c2ccco2)oc1NCCCn1ccnc1,0.9,10,1663,-0.2,-4,0,6,13,-0.85,1,3
Clc1ccccc1CSc1nnc(-c2ccccn2)n1Cc1ccco1,0.9,6,1537,-3.2,22,·,7,12,-0.37,0,-8
CCCc1cc(N2CCCC2)n2nc(C)c(-c3ccccc3)c2n1,1,7,1647,2.5,47,10,0,-1,-0.048,0,-2
CCN(CC)C(=O)COC(=O)c1ccc(O)cc1,0.9,0,1583,-0.2,-3,·,14,1,0.7,-4,-10
Cc1noc(C)c1C(=O)OCC(=O)Nc1cc(Cl)ccc1Oc1ccccc1,0.9,6,1564,0.2,4,·,10,0,-1.1,2,-3
CCOC(=O)c1c(NC(=O)CSc2nnnn2-c2ccc(OC)cc2)sc(C)c1C,0.9,-1,1341,0.2,-5,·,5,-4,0.23,-5,-1
Cc1c(CCOC(=O)C23CC4CC(CC(C)(C4)C2)C3)sc[n+]1Cc1ccccc1,0.6,-1,1431,-4.6,100*,·,36,-3,0.083,-8,14
O=C(/C=C/c1ccc(-c2ccccc2[N+](=O)[O-])o1)c1ccc(Br)cc1,0.6,6,1508,0.3,7,·,36,9,·,11,-3
COc1ccc(O[C@H]2C=C[C@@H](c3ccccc3)O[C@@H]2COC(=O)CC/C(C)=N/O[C@@H](C)CN2CCCCc3nc(C)c(C)cc32)cc1,0.9,11,1528,2.5,0,7,8,1,-2,7,8
C=CCn1c(SCC(=O)Nc2ccc3c(c2)OCO3)nnc1-c1ccccc1,0.9,-4,1417,0.0,7,6,8,-12,0.77,-4,0
O=C(OCC(=O)N1CCN(C(=O)c2ccco2)CC1)c1cc(-c2ccco2)nc2ccccc12,1,7,1598,1.0,3,·,0,7,·,6,11
COc1cc(NS(=O)(=O)c2ccc(NC(=O)CN3C(=O)c4ccccc4C3=O)cc2)nc(OC)n1,0.7,-2,1562,10,-2,3,30,5,·,1,-2
NC(=S)N/N=C\c1ccc(-c2cccc(Cl)c2Cl)o1,0.8,2,1529,0.2,100*,·,15,5,0.16,1,3
Cc1cccc(C2c3[nH]c4ccccc4c3CCN2C(=O)c2nn(C)c(=O)c3ccccc23)n1 (stereo not given),1.2,-1,1568,-1.4,35,-14,-17,-1,-4*,-2,-15
COc1ccccc1-c1noc(-c2cccs2)n1,1,5,1541,-3.6,15,·,-1,14,·,12,-4
COc1ccc(CC(=O)OCC(=O)c2ccc(OC)cc2)cc1,1,8,1644,0.0,-6,-23,4,5,-0.21,8,-3
CCOC(=O)C1(Cc2ccc(OC)cc2)CCN(C(=O)c2cccc3nccnc23)CC1,1,-12,1544,0.7,-5,1,1,4,-0.84,9,-8
Cc1cccn2cc(COc3ccc(-c4ccccc4)cc3)nc12,1.2,1,1582,-0.1,7,-13,-21,0,-0.16,2,-12
CCOC(=O)N1CCN(C(=O)CCN2C(=O)COc3ccccc32)CC1,0.9,-5,1598,-3.5,-2,22,5,-11,-0.11,11,-1
COc1ccc(-n2nc3c(N)n[nH]c3cc2=O)cc1,0.9,11,1545,-0.4,-3,-6,10,4,-1.1,4,5
COc1ccc(CC(=O)NC2CCCc3ccccc32)cc1 (stereo not given),1,-1,1484,-2.0,13,-18,-4,-1,0.3,-3,7
O=C(Nc1ccc(F)cc1)C1CCCN(S(=O)(=O)c2cccc3cccnc23)C1 (stereo not given),1,-8,1382,-0.8,11,-2,0,-12,·,-4,6
Cc1c(C)c2cc(Cl)c(O)c(CN3CCN(C)CC3)c2oc1=O,1.1,-1,1546,0.0,7,·,-6,-13,-0.031,-5,2

# 2 entries from above, set out differently:
Structure | bIAP act | PPARg SRC-2 ag | SRC2 TRFRET art | DTT redox prof | Lmaj promast | S1P3 antag | bIAP inh | PPARg SRC3 recr | ROMK mod | PPARg SRC1 recr | TLR4 MyD88 comp
CCOC(=O)C1(Cc2ccc(OC)cc2)CCN(C(=O)c2cccc3nccnc23)CC1 | 1 | -12 | 1544 | 0.7 | -5 | 1 | 1 | 4 | -0.84 | 9 | -8
Cc1cccn2cc(COc3ccc(-c4ccccc4)cc3)nc12 | 1.2 | 1 | 1582 | -0.1 | 7 | -13 | -21 | 0 | -0.16 | 2 | -12

# More compounds follow:
SMILES,bIAP act,PPARg SRC-2 ag,SRC2 TRFRET art,DTT redox prof,Lmaj promast,S1P3 antag,bIAP inh,PPARg SRC3 recr,ROMK mod,PPARg SRC1 recr,TLR4 MyD88 comp
Cc1ccc(OCCn2cnc(Cl)c2Cl)cc1,0.9,-1,1604,-0.9,-3,3,11,2,-1.1,0,-2
CC1=CC(C)(C)N(C(=O)c2ccccc2)c2ccc(C)cc21,1,-5,1434,1.3,0,·,5,-2,·,-6,-8
CCOC(=O)C1CCN(S(=O)(=O)c2ccc(-n3cnnn3)c(C)c2)CC1,1,-2,1416,1.4,-1,25,-2,2,·,-4,6
Cc1ccc(C(=O)NCCCNCCCN(C)C)cn1,0.9,-6,1472,-0.5,0,-30,13,6,·,1,-5
CCn1c(COc2ccccc2C)nnc1SCC(=O)N1CCCCC1,0.9,0,1508,1.3,-2,0,9,4,·,1,-12
O=C(NCc1ccccn1)C(=O)Nc1cccc2ccccc12,1.3,2,1548,-0.3,2,-8,-31,1,0.81,-2,7
CCCCCC(=O)N1CCN(CCN=CC2=C(O)CC(c3ccc(OC)c(OC)c3)CC2=O)CC1 (stereo not given),0.9,-1,1553,0.1,-6,-27,6,6,·,1,3
O=[N+]([O-])C(/C=C(\Cl)[N+](=O)[O-])=C1N(Cc2ccc(Cl)nc2)CCN1Cc1ccc(Cl)nc1,0.8,6,1540,0.5,7,·,16,8,·,12,-5
Cc1nc2ccc(NC(=O)C3CCN(S(=O)(=O)c4cccs4)CC3)cc2s1,1.1,-3,1421,2.8,65*,-5,-11,8,-0.31,-4,2
Cc1cc(C)n2nc(C(=O)Nc3ccc(N4CCOCC4)cc3)nc2n1,0.9,3,1652,-0.8,-2,·,7,-3,0.014,6,-3
COC(=O)c1sc(NC(=S)NC(=O)c2ccccc2Cl)nc1C,0.9,9,1826,0.6,3,-1,14,6,·,2,-2
Cc1cc(C(=O)NP(=O)(N2CCOCC2)N2CCOCC2)c(C)n1-c1ccc(N(C)C)cc1,0.7,3,1577,0.6,-2,0,28,5,·,-4,-6
Cn1nnc(NC(=S)NC(=O)c2cccs2)n1,1,13,1672,0.0,45,-7,4,1,-0.52,3,-14
CCOC(=S)SCc1cn2cccc(C)c2n1,0.9,10,1947,-0.8,16,-2,5,13,0.43,2,0
CCN(c1ccc(NC(=O)COC(=O)c2ccc(S(=O)(=O)N3CCCC3)cc2)cc1)C(C)C,0.9,10,1578,-0.5,-4,·,8,-2,-0.83,2,-10
CCN1CCN(CC(=O)c2cc(Cl)ccc2Cl)CC1,1,2,1797,-0.8,29,4,-2,3,·,6,-5
O=c1[nH]c(N2CCN(c3ccccc3)CC2)nc2c1CCCC2,0.9,4,1731,-0.1,2,·,7,4,0.61,3,-11
CC1=NNC(=O)C1CCC(=O)N/N=C/c1ccco1 (stereo not given),0.9,1,1752,-0.5,-1,-3,6,4,-0.51,6,-8
Cn1c(Cc2csc(N)n2)nnc1SC/C=C/c1ccccc1,1.1,-1,1276,-0.2,-5,-5,-6,-5,·,-4,2
CN1CCN(C(=O)C2(NC(=O)Nc3cccc(F)c3)CCCCC2)CC1,1.6,0,1551,0.1,1,-9,-57,6,0.015,2,5
CCN(CC)S(=O)(=O)c1ccc(Nc2cc(C)nc3ncnn23)cc1,1.3,-2,1380,2.9,-3,-1,-27,9,0.86,8,0
CCOc1ccc(NS(=O)(=O)c2ccc3ncsc3c2)cc1,1,11,1472,-1.8,14,-7,-1,-2,-0.018,-4,2
Cc1ccc(N=C2CSC(=O)N2)cc1,1.1,-1,1481,0.3,-9,-10,-8,3,-0.012,2,-3
Clc1ccccc1CSc1nc2ccncc2[nH]1,1.3,-11,1562,-0.4,4,·,-34,-3,·,12,-13
CCCCNC(=O)C1CCCN1C(=O)Nc1cccc(OC)c1 (stereo not given),0.9,-4,1690,0.3,-1,6,5,-12,-0.2,-3,5
CCOc1ncccc1C(=O)OCC(=O)NC(=O)NC(C)C,1.1,-2,1565,-2.1,3,-9,-6,-1,0.61,5,-3
Cc1ccc(NC2=NCC(=O)N2CCc2ccccc2)cc1C,1,-2,1719,2.8,19,·,-1,-3,·,7,7
CCOC(=O)c1cnn(-c2nc3c(C)cccc3s2)c1C,1,5,1511,0.1,-4,·,0,-7,-0.26,8,-7
CN(C)c1ccc2c(O)cc(=O)n(C)c2c1,1,1,1446,0.6,4,·,-5,-4,1,-1,5
COc1ccc(NC(=O)CN2CCN(c3ccccc3F)CC2)cc1,1.1,0,1290,-0.1,-5,6,-14,-4,·,4,-1
